Assay outcomes from PubChem BioAssay.
M17LAP inhibition = P. falciparum M17LAP inhibitors, primary screen, biochemical, fluorogenic H-Leu-NHMec substrate, 1536-well (AID 1619); 220,000 tested, 0.38% active; recombinant M17LAP, H-Leu-NHMec fluorogenic kinetic assay; higher % means a stronger effect; inhibition, % at 30 µM; hits with a dose series show IC50 in µM;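 active means compound inhibiting the enzyme by more than half at any dose during confirmatory dose-response retesting; inconclusive means strong single-dose inhibitors picked by rank but not retested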;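 further: plate controls were full reaction with DMSO carrier for no effect and no enzyme background for full effect; strong numbers were not always called active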
bCat nuc transl = alters nuclear translocation of beta-catenin in HeLa cells | immunofluorescence imaging | nuclear translocation activity, % at 5 µM | 190,000 tested, 0.3% active;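 active means nuclear translocation activity above 50% at 5 µM, with a well cell count of 50 or more; inconclusive means wells under 50 cells across six images, flagged as toxic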;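 further: per-cell ratio of nuclear to cytoplasmic median beta-catenin stain intensity; plate controls were DMSO negative control for no effect and GSK-3 inhibitor IX positive control for full effect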
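Technique: fluorescence imaging of beta-catenin antibody stain plus DAPI / Material: human HeLa cell line / Incubation: compound treatment 24 h, 37°C, 5% CO2 / Read-out basis: % activation of per-cell nuclear versus cytoplasmic median beta-catenin signal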
WT yeast gro inh = growth inhibition of WT yeast, mitochondrial fusion screen; inhibition, % at 10 µM; mitochondrial fusion phenotypic screen, WT strain; 190,000 tested, 2.1% active; in the data active means inhibition above about 58%; tested in S. cerevisiae
MT stabilize HCS = microtubule stabilizers in HeLa cells | % tubulin-high responders, % at 10 µM | HeLa tubulin immunostaining HCS, 24 h; share of cells brighter than vehicle mean+2SD | 200,000 tested, 0.83% active;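 active means plate Z-score above 3 for both tubulin-high and condensed-nucleus cell shares, with cell loss under 80%, at 10 µM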;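 further: anti alpha tubulin signal scored within the nucleus-defined area of each cell; some results filed as inactive read as strong as hits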
P. falciparum M1AAP = malaria alanyl aminopeptidase activity blockers – biochemical, fluorogenic H-Leu-NHMec substrate, 1536-well (AID 1445). recombinant M1AAP, H-Leu-NHMec fluorogenic kinetic assay; higher % means a stronger effect. inhibition, % at 30 µM; hits with a dose series show IC50 in µM. 220,000 tested, 0.42% active;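 active means primary inhibition above the hit cutoff, then over 50% inhibition at one or more dose response concentrations, cut at about 23% in these data, passing the limit was not always enough; inconclusive means conflicting primary data, or primary hits not chosen for dose response; inactive means low primary inhibition, or under 50% at every dose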;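 further: plate controls were DMSO full reaction for no effect and no enzyme background for full effect; strong numbers were not always called active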
Dynein transport = dynein cargo transport inhibition. 3617.4 mouse cells, GR-EGFP nuclear translocation imaging; test concentration mostly 20 µM; stimulated with dexamethasone, 1 µM; active compounds read low. z-score, hits read low. 220,000 tested, 0.47% active;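 active means plate z-score of nuclear minus cytoplasmic receptor signal below a set negative limit, without overly bright fluorescence or cell loss, cut at about -3.5 in these data, passing the limit was not always enough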;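 further: z-score of nuclear minus cytoplasmic ring GR-EGFP intensity difference per well; some compounds called inactive have numbers as strong as hits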
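Buffer or medium: tet-free, stripped-serum medium; Also added: dexamethasone, 1.0 µM final; Technique: high-content fluorescence imaging after fixation; Times: 48 h induction, 1 h compound, 30 min dex at 37 °C; Read-out: per-cell GR-EGFP intensity, nucleus versus surrounding cytoplasmic ring, well-averaged.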
Autophagy HCS = modulators of autophagy; MEF GFP-LC3 puncta imaging; test concentration mostly 10 µM; calls only at 10 µM (by protocol); 190,000 tested, 0.98% active; AID 463193;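 active means percentage of spot-positive cells more than 3 SD above its plate mean, without a fluorescence outlier flag or 80% toxicity; inconclusive means no clear call, values can overlap the other calls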;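 further: spot-positive cell cutoff set from DMSO-treated cells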
T cell modulator = modulates CD8 T cell binding to vesicles; 2C CD8+ T cell-vesicle binding, flow cytometry; active compounds read low; calls only at 7 µM; 330,000 tested, 0.068% active; AID 2052;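 active means response, share of CD8 T cells binding vesicles, and their 90th percentile fluorescence all below set limits, cut at about 80% in these data, passing the limit was not always enough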
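material = purified 2C TCR transgenic mouse naive CD8+ T cells | controls = Unloaded micro-vesicles (low), QL9 vesicles with 0.7% DMSO (high) | detection = cytometric PE anti-B7-1 and Alexa647 anti-CD8 signals after 1% paraformaldehyde fixation | incubation = binding step 1.5 h, 37 °C, antibody labelling 20 min, ice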
Yfh1-off respiration = enhancers of respiration in Yfh1-depleted yeast, dose response, Friedreich's ataxia, plus single-dose screen (AID 1465) | S. cerevisiae Yfh1-off respiration, WST-1 reduction, 72 h; higher fold induction means a stronger effect | 220,000 tested, 0.074% active | one-dose fold induction at 50 µM; EC50 in µM for titrated hits;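 active means fold induction of absorbance versus untreated yeast above a set limit, then at least 30% activation at any dose in follow-up; inconclusive means repeats straddling the limit, or above it without dose testing; inactive means fold induction below the set limit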;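 further: activators that raise dye reduction in frataxin-depleted yeast; strong numbers were not always called active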
WT yeast gro inh mutant strain = further read-out of WT yeast gro inh, marked with its call; inhibition, %; mitochondrial fusion phenotypic screen, mutant strain inhibition
Dynein transport cytoplasmic EGFP = further read-out of Dynein transport, marked with its call; z-score; measured here: cytoplasmic GR-EGFP intensity; active compounds read high
Dynein transport nuclear GR-EGFP = further read-out of Dynein transport, marked with its call; z-score; measured here: nuclear GR-EGFP intensity;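 lower value marks the stronger effect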
Dynein transport cell count = second read-out of Dynein transport, no call of its own (marks repeat the call); z-score; measured here: cell count per field
bCat nuc transl cell count 5 µM = further read-out of bCat nuc transl, marked with its call; cell count; measured here: cell count, cytotoxicity flag
T cell modulator vesicle-bound % = recorded beside T cell modulator, whose call it bears; double positive events, %; measured here: CD8+ vesicle-bound cell fraction;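 binding gate set so that unloaded-vesicle control wells show 10% double positive cells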
MT stabilize HCS Hoechst-high % = second read-out of MT stabilize HCS, no call of its own (marks repeat the call); % Hoechst-high responders; measured here: nuclear condensation Hoechst responders;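 share of cells brighter than vehicle mean plus two SD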
MT stabilize HCS cytotoxicity % = also measured in MT stabilize HCS; calls as there; toxicity, %; measured here: cytotoxicity by cell density;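 0% = mean cell density of plate MIN control wells and 100% = no cells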
Autophagy HCS cell loss 18 h = also measured in Autophagy HCS; calls as there; toxicity, %; measured here: cell loss, nuclei count;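 cell loss after 18 h compound exposure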
The depositor's hits bear a star; i = inactive; ? = inconclusive; . = no result given.

no.	SMILES	M17LAP inhibition	bCat nuc transl	bCat nuc transl cell count 5 µM	WT yeast gro inh	WT yeast gro inh mutant strain	MT stabilize HCS	MT stabilize HCS Hoechst-high %	MT stabilize HCS cytotoxicity %	P. falciparum M1AAP	Dynein transport	Dynein transport cytoplasmic EGFP	Dynein transport nuclear GR-EGFP	Dynein transport cell count	Autophagy HCS	Autophagy HCS cell loss 18 h	T cell modulator	T cell modulator vesicle-bound %	Yfh1-off respiration
1	CCOC(=O)N1CCN(S(=O)(=O)c2cc(Br)cc3c2N(C(C)=O)C(C)C3)CC1 (stereo unspecified)	-2%	-1.1	1058	0	-5	6.9	1.2	6.2	-7%	-1.4	-0.12	-0.14	0.069	i	1	i	39	i
2	O=C(COC(=O)Cc1ccc(Br)cc1)NC12CC3CC(CC(C3)C1)C2	-2%	.	.	84*	43*	2.8	2.1	2.0	3%	-0.44	-0.39	0.11	-0.19	i	1	i	31	.
3	CCOC(=O)c1c(N)sc(C(N)=O)c1C	12%	-2.9	853	12	6	2.9	2.2	2.8	0%	0.37	-0.17	0.65	0.15	i	-4	i	54	i
4	CN(CC(=O)N1CC=C(c2ccccc2)CC1)S(=O)(=O)c1cnc[nH]1	1%	1.1	1310	.	.	2.6	3.2	19	3%	0.091	-0.28	0.2	0.2	i	53	i	9	i
5	Cc1ccc(N2C(=O)C3C(C2=O)N2CCCN2C3c2ccccc2)cc1C (stereo unspecified)	0%	0.6	1557	-7	6	2.4	1.6	4.7	5%	0.052	-0.18	0.14	-0.095	i	-22	i	54	i
6	C=CCN1C(=O)/C(=C/c2ccc(OC(C)=O)c(OCC)c2[N+](=O)[O-])SC1=S	9%	4.1	1176	97*	95*	2.6	1.8	6.1	20%	0.52	-0.098	0.019	-0.4	i	12	.	.	i
7	CCN1/C(=C\c2ccc3ccccc3[n+]2CC)Sc2cc(C)ccc21	39%	1.4	817	64	76	8.2*	5.5*	19*	20%	-5.5	35	1.8	-0.9	?	.	i	54	i
8	CC/C(=C(\c1ccc(O)cc1)c1ccc(OCCN(C)C)cc1)c1ccccc1	-1%	3.0	943	56	66	.	.	.	-2%	.	.	.	.	.	.	i	24	i
9	COc1cc(CNc2ccc(NC(C)=O)cc2)ccc1OCc1ccccc1C	4%	8.2	887	27	25	6.0	2.5	10	2%	1.4	-0.022	0.67	-0.54	i	4	i	21	i
10	CN=C1SC(CC(=O)Nc2ccccc2F)C(=O)N1C (stereo unspecified)	1%	0.0	1062	0	-4	2.7	3.1	6.7	0%	-0.2	-0.18	0.004	0.78	i	6	i	44	i
11	COc1ccccc1CCC(=O)Nc1nc2ccccc2[nH]1	10%	-4.9	1222	13	22	3.4	2.8	3.5	-35%	1.4	-0.2	0.86	-0.54	i	8	i	21	i
12	COC(=O)C1=C(COc2ccc(C=O)cc2OC)NC(=O)NC1c1cc(C)ccc1C (stereo unspecified)	9%	-1.9	875	-11	-18	2.2	2.9	9.7	15%	-0.6	-0.3	-0.6	0.42	i	4	i	25	i
13	CC(NC(=O)CN(C1CCCCC1)S(C)(=O)=O)c1ccccc1 (stereo unspecified)	17%	0.4	1120	15	13	2.4	2.6	7.3	3%	-0.1	-0.29	-0.12	-0.089	i	-3	i	38	.
14	CCC(=O)Nc1ccc(C(=O)N/N=C/c2c(C)[nH]c3ccccc23)cc1	8%	-3.5	1095	-6	2	2.5	1.8	9.7	16%	0.21	-0.21	0.51	0.15	i	21	i	12	i
15	O=C(c1ccccc1CCc1ccccc1)N1CCN(c2ccccn2)CC1	-6%	.	.	10	3	5.1	2.4	5.9	2%	0.0029	-0.22	-0.19	-0.19	i	0	i	15	i
16	CCc1cc(C(=O)N2CCOCC2)c(NC2=NS(=O)(=O)c3ccccc32)s1	-41%	-7.6	947	-8	-2	2.5	2.0	11	4%	-1.6	-0.21	-0.49	0.9	i	-2	i	39	i
17	Cc1cc(Nc2ncc(Cl)cc2Cl)n(-c2ccccc2)n1	16%	-1.0	988	55	29	2.0	2.4	1.6	1%	-1.1	1.5	0.06	0.66	i	18	i	46	i
18	CC(=O)c1cc2c(cc1NC(=O)c1cc3nc(C(C)C)cc(C(F)(F)F)n3n1)OCO2	7%	-2.8	956	0	-7	4.2	7.2	0.7	9%	1.2	-0.036	0.84	-1.6	i	-13	i	59	i
19	CC(C)n1cnc2cc(NCc3ccco3)ccc21	8%	-1.0	1263	15	14	2.0	1.7	4.0	-4%	-0.016	-0.2	-0.78	0.1	i	-4	.	.	i
20	O=C(c1nc2ncccn2n1)N1CCN(c2ccc(F)cc2)CC1	11%	0.1	930	15	5	2.7	1.9	1.5	8%	-0.52	-0.24	-0.31	1.3	i	0	i	37	i
21	Cc1cc(C)n(-c2nnc(C)n2NS(C)(=O)=O)n1	-11%	-0.5	1055	9	7	4.1	3.2	6.5	-3%	-0.089	-0.14	-0.11	-0.55	i	-7	i	8	i
22	Cc1cc(/C=N/NC(=O)C(O)(c2ccccc2)c2ccccc2)c(C)n1-c1ccccc1	-3%	-1.1	1074	3	10	2.5	1.6	9.7	12%	-0.2	-0.24	0.054	-0.27	i	-2	i	62	i
23	Cc1nn(-c2ccccc2)c2sc(-c3n[nH]c(=S)o3)cc12	2%	0.5	1017	-4	-6	2.3	2.0	5.0	-2%	-0.16	-0.1	0.53	-0.13	i	14	i	59	i
24	Cc1cc(C)n2c(SCC(=O)N(CC(C)C)c3c(N)n(CC(C)C)c(=O)[nH]c3=O)nnc2n1	-1%	-3.2	1180	-10	-16	2.5	2.3	5.9	3%	-0.75	-0.18	-0.52	-0.43	i	19	i	42	i
25	COc1ccc(N=C2SC(C(N)=O)CC(=O)N2Cc2ccc3c(c2)OCO3)cc1 (stereo unspecified)	-2%	1.3	1064	.	.	.	.	.	3%	0.58	-0.25	0.24	-0.64	.	.	i	16	i
26	CSc1ccc(NC(=O)CC(C)=O)cc1	11%	.	.	-9	-2	3.1	2.8	12	7%	-0.14	-0.22	0.16	0.58	i	-8	i	31	i
27	Cc1cc(NC(=O)CSc2c3c(nc4ccccc24)CCC3)no1	12%	.	.	13	6	5.9	1.5	4.7	6%	0.37	-0.088	0.34	-0.42	i	6	i	24	.
28	O=C(Cn1nc(-c2cccc(Cl)c2)ccc1=O)Nc1cccnc1	-11%	-3.2	758	7	-21	2.7	2.7	15	1%	-0.17	-0.23	0.11	0.7	i	7	i	27	i
29	CCOC(=O)c1c(C)n(C)c2cc(OCCN(CC)CC)ccc12	6%	0.2	1046	2	-2	5.9	4.3	4.6	1%	-0.018	-0.18	0.21	-0.012	i	2	i	47	i
30	Cc1nnc2c(NC3CCCC3)nc3ccccc3n12	-1%	0.1	1028	13	9	5.2	0.6	0.7	-3%	0.86	0.17	0.48	-0.49	i	-18	i	52	i
31	CCOC(=O)C1CCN(C(C)=C2C(=O)c3ccccc3C2=O)CC1	-3%	-2.5	1071	8	9	1.6	1.1	9.8	6%	-0.24	-0.33	0.17	0.36	i	-4	i	33	i
32	CCC(=O)Nc1ccc2c(c1)ncn2C	11%	0.6	1416	3	-17	1.1	1.4	4.3	-4%	-0.84	-0.015	-0.62	1.6	i	-10	i	34	i
33	Cc1nnc(NC(=O)c2ccc(S(=O)(=O)N3CCOCC3)cc2)s1	2%	-0.6	1272	.	.	.	.	.	6%	-0.66	-0.26	-0.43	0.55	.	.	i	60	i
